PG9 binder = binds the HIV-1 gp120 antibody PG9. TR-FRET gp120-PG9 antibody binding. 0.43% of 360,000 active. inhibition, % at 6.7 µM; in the data active means inhibition above about 8.5%
GC-A act = GC-A (human) enzyme activation | activation, % at 10 µM | 0.14% of 370,000 active | P16066 | AID 1671463 | HEK293 GC-A cells, cGMP TR-FRET, EC30 ANP; 0% at EC30 ANP, 100% saturating ANP; in the data active means activation above about 40%
ARFGAP1 inhibitor = inhibitors of rat ARFGAP1; Arfgap1-stimulated ARF1 GTP hydrolysis, GDP FP detection; 0.26% of 360,000 active; AID 651572; inhibition, % at 16.5 µM;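 active means inhibition above a per-plate limit, mean inhibition of low control wells plus 3 SD, cut at about 25% in these data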;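 further: 0% = DMSO wells with enzyme and 100% = wells lacking Arfgap1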
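Material: rat Arfgap1 catalytic domain, aa 1-136; also added: human ARF1(Δ1-17)-GTP substrate; compound dosing: one concentration, 16.5 µM, DMSO 1.26%; incubation: GTP hydrolysis reaction 2 h at 25 °C; measured by: Tracer-displacement fluorescence polarization with EDTA stop, 620/688 nm; evaluation: % inhibition from polarization; repeats: one replicate per compound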
ASAP1 inh = blocks human ASAP1-stimulated Arf1 GTP hydrolysis; 0.19% of 360,000 active; GDP FP detection; inhibition, % at 16.5 µM; in the data active means inhibition above about 25%;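 further: 0% = vehicle with enzyme and substrate and 100% = no enzyme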
rCAG binder = binds r(CAG) RNA repeats | 1.3% of 370,000 active | inhibition, % at 3 µM | r(CAG) RNA repeat, TO-PRO-1 dye displacement fluorescence;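 active means inhibition above the plate cutoff, the mean of all test compounds on that plate plus 3 SD, cut at about 35% in these data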;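 further: 0% = DMSO alone and 100% = 100 µM mitoxantrone as full dye displacement; higher means more dye released from RNA so lower well fluorescence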
HTRA1 inhibitor = HTRA1 (human) protease inhibition. inhibition, % at 5.96 µM. 0.5% of 340,000 active. recombinant HTRA1, FP-rhodamine activity-based probe, fluorescence polarization; in the data active means inhibition above about 36%;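 further: 0% = enzyme with DMSO and 100% = wells lacking enzyme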
NR1D1 modulator = Rev-erb alpha (human) modulation | activity, % at 10 µM | Rev-erbα–FITC-DNA binding, fluorescence polarization, 90 min | 0.79% of 370,000 active;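 active means activity above about 14%, limit read from the data; passing the limit was not always enough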;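 further: 0% = DMSO wells with 35 nM protein and 100% = DMSO wells with 750 nM protein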
mABHD4 FP = ABHD4 (mouse) inhibition, primary FP screen; 0.54% of 370,000 active; purified mABHD4, FP-Rh probe fluorescence polarization; Q8VD66; inhibition, % at 8.92 µM; AID 720543;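 active means inhibition exceeding the mean over every tested compound plus 3 SD, cut at about 30% in these data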;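 further: 0% = plate median of compound wells and 100% = S159A mutant with DMSO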
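Test system: mouse ABHD4 enzyme, wild type. Reagent: FP-Rh fluorescent activity-based probe, added after compound pre-incubation. Timing: pre-incubation 45 min, probe exposure 60 min, at 25 °C. Technique: FP readout, ex 525 nm / em 598 nm. Benchmarks: high control S159A mutant with DMSO, low control median of compound wells.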
NPR2 activator = GC-B (human) receptor activation. P20594. HEK293-GC-B cells, CNP EC30, cGMP TR-FRET; 0% at EC30 CNP, 100% saturating CNP. activation, % at 10 µM. 0.11% of 370,000 active. AID 1920062;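 active means activation at 10 µM reaching about 35% in either raw or pattern-adjusted values, limit read from the data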
Target sequence (P20594 whole entry, looked up): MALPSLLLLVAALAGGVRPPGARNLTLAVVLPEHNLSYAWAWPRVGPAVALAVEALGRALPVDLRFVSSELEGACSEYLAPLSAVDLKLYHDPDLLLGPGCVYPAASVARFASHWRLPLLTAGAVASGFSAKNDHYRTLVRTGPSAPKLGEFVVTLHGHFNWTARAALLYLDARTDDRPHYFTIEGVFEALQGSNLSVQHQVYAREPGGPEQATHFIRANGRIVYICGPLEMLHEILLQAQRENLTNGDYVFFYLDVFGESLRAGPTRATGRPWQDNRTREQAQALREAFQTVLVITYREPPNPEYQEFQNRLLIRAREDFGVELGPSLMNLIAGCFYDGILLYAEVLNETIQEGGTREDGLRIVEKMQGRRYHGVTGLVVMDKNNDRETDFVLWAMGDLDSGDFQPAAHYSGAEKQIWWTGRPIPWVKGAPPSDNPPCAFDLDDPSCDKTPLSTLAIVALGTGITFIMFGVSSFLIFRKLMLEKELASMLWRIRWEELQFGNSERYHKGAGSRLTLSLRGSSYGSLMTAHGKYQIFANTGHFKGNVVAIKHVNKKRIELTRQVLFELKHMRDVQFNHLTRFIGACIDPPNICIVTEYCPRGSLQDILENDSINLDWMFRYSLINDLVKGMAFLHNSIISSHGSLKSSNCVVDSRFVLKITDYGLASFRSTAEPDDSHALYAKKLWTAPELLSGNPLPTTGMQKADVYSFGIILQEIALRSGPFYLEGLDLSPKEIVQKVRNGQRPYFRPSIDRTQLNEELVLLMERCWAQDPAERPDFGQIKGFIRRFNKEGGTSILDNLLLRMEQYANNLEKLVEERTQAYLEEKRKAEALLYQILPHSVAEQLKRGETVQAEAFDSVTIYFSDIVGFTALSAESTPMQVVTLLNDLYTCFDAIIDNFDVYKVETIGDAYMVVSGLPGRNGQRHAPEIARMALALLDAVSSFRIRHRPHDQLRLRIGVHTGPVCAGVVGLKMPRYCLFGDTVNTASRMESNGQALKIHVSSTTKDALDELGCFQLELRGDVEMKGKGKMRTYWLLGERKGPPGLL
SMARCA2 activ = increases SMARCA2 function in MMTV reporter cells | MG213 cells, MMTV-luciferase reporter, dexamethasone, overnight | activation, % at 9.1 µM | 1% of 370,000 active; in the data active means activation above about 7.8%;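 further: 0% = vehicle wells and 100% = reference activator wells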
* = called active by the depositor; / = not tested or not shown.

#1 CC1(C)CC(=O)C(C=NCCN2CCN(CCc3ccccc3)CC2)=C(O)C1
#2 COC(=O)C1=C(C)NC(=O)/C1=C\c1cc(C)n(-c2cc(C)cc(C)c2)c1C
#3 Cc1ccc(CNC(=O)c2ccc(S(=O)(=O)N(C)C)cc2)n1C
#4 Cc1cccc(C)c1OC(=O)CN1C(=O)c2ccccc2C1=O
#5 Cc1ccc(O)c(-c2cc(C(=O)NCc3ccc4c(c3)OCO4)[nH]n2)c1
#6 COc1ccc2cc(C3=CC(=O)CC(C)(C)C3=O)ccc2c1
#7 Cn1c2ccccc2c2cnn(CC(=O)Nc3cccc(F)c3)c(=O)c21
#8 CN(CC1CCN(CCc2cccc(C(F)(F)F)c2)CC1)C(=O)c1ccccc1
Screen / compound no.	1	2	3	4	5	6	7	8
PG9 binder	-3.4	-0.4	-1.3	-0.6	-1.4	0.2	5.5	0.1
HTRA1 inhibitor	-2	53*	1	-3	-15	-4	-14	-6
ASAP1 inh	-14	8	-11	-8	8	4	7	-9
ARFGAP1 inhibitor	10	-2	8	2	-5	-11	7	6
NR1D1 modulator	-5	3	-5	8	10	7	6	-2
NPR2 activator	4	-5	1	4	3	-6	0	-2
rCAG binder	-7	16	8	-3	7	3	6	-9
SMARCA2 activ	3	0	0	0	0	0	1	-2
GC-A act	1	-2	3	-5	-1	7	-3	1
mABHD4 FP	2	16	6	-3	-8	1	-8	-6

#9 CCn1nc(C)c(CNC(=O)c2cc(COc3ccccc3SC)on2)c1C
#10 CC(C)C(=O)Nc1ccc(-c2nnc(-c3ccccc3)o2)cc1
#11 Cc1cc(NC(=O)Nc2c[nH]c(=O)[nH]c2=O)ccc1Br
#12 O=C(CCS(=O)(=O)c1ccccc1)Nc1cc(Cl)ccc1F
#13 CCCSc1nc(C)c(CC(=O)OCC)c(=O)[nH]1
#14 CC1(C)C(c2ccccc2)=NC(c2ccc(Br)cc2)N1O (centres undefined)
#15 C/C(=N\O)C(=O)C(CN1CCCCC1)CN1CCCCC1
#16 COc1ccc(-c2nn(-c3ccccc3C)cc2CNC(C)Cn2cncn2)cc1F (centres undefined)
Screen / compound no.	9	10	11	12	13	14	15	16
PG9 binder	-0.3	3.6	-1.8	/	-1.3	0.4	-0.2	-2.6
HTRA1 inhibitor	-3	4	3	/	-2	-5	4	-4
ASAP1 inh	20	-4	1	/	-4	7	5	-2
ARFGAP1 inhibitor	-8	6	-7	/	-6	5	-9	1
NR1D1 modulator	0	-2	8	2	-1	-4	-6	-1
NPR2 activator	2	-13	0	-9	5	1	6	-3
rCAG binder	-1	-3	0	1	1	-4	5	-6
SMARCA2 activ	1	7	2	0	-3	-4	0	-4
GC-A act	13	-27	-3	2	3	5	5	-3
mABHD4 FP	-5	-1	-7	1	-16	-12	16	-6

#17 CC(=O)Nc1ccc(S(=O)(=O)N[C@@H](C)C(=O)NC2CCCc3ccccc32)cc1 (some centres undefined)
#18 COc1ccc2cc(C(=O)NCc3ccccc3)[nH]c2c1
#19 CSc1ccccc1NC(=O)Cc1ccccc1[N+](=O)[O-]
#20 FC(F)(F)c1cccc(OCc2nnc3n2CCC3)c1
#21 CCOC(=O)[C@@]12CCCC3=C1N(CCC3)C(=O)[C@H]2CC(=O)N1CCCCC1
#22 CCC1(CC)C(=O)C2=C3C1[C@H](C(=O)OC)CC(C(=O)OC)C[C@H]3[C@H]1C(=O)N(c3ccccc3)C(=O)[C@H]1[C@H]2C (some centres undefined)
#23 COc1ccccc1C(=O)Nc1ccc(S(=O)(=O)N2CCN(C)CC2)cc1
#24 Cc1cc(C)c(S(=O)(=O)N2CCN(C(=O)CCOc3ccccc3C)CC2)c(C)c1
Screen / compound no.	17	18	19	20	21	22	23	24
PG9 binder	-0.3	-0.8	-2.2	0.2	/	1.6	-3.3	0.2
HTRA1 inhibitor	3	-13	2	-4	/	2	-1	-4
ASAP1 inh	-20	8	-1	6	/	8	4	-6
ARFGAP1 inhibitor	15	0	5	2	/	9	9	4
NR1D1 modulator	-1	-1	-4	5	-3	0	6	2
NPR2 activator	2	-2	8	4	8	3	4	0
rCAG binder	0	-5	-1	-1	-3	2	-2	1
SMARCA2 activ	-3	3	4	-2	-3	-1	-1	0
GC-A act	-2	-8	-1	0	2	1	-1	-5
mABHD4 FP	-3	-4	-4	4	-2	-6	0	-6

#25 Cc1cc(C)nc(OC(C(=O)O)C(OCc2ccccc2)(c2ccccc2)c2ccccc2)n1 (centres undefined)
#26 COC(=O)c1cc(CSc2nc3ccc(C)cc3[nH]2)oc1C
#27 CC1Cc2ccccc2N1C(=O)CN1C(=O)C(=O)N(Cc2ccccc2)C1=O (centres undefined)
#28 CC1(C(=O)NS(=O)(=O)c2ccc(C#N)cc2)CCN1C(=O)Cc1cccc2ccccc12 (centres undefined)
#29 Cc1cccc(NC(=S)N2CCN(C(=O)C3CCCO3)CC2)c1 (centres undefined)
#30 Cc1ccc(C(=O)N/C(=C\c2cccs2)C(=O)N2CCN(C)CC2)cc1C
#31 CC(NC(=O)c1ccc(Cl)cc1Cl)C(c1ccccc1)N1CCOCC1 (centres undefined)
#32 CCCOc1ccc(-c2cc3onc(-c4ccccc4)c3c(=O)n2C)cc1
Screen / compound no.	25	26	27	28	29	30	31	32
PG9 binder	0.0	2.4	-0.1	-0.2	0.3	-3.0	2.3	0.0
HTRA1 inhibitor	-7	-10	-2	/	4	-3	-12	-4
ASAP1 inh	-8	-11	-2	-12	-3	1	3	-16
ARFGAP1 inhibitor	-1	-2	7	11	-2	3	0	8
NR1D1 modulator	-2	0	0	-3	1	-1	-1	-2
NPR2 activator	2	-4	3	6	5	7	-12	-2
rCAG binder	29	5	9	12	2	-5	-7	-2
SMARCA2 activ	-4	-2	-2	-2	-1	0	-1	6
GC-A act	-9	3	4	5	3	-1	-32	-1
mABHD4 FP	14	-7	-6	9	1	3	2	3

Profiles as entered above. Order of screens: PG9 binder | HTRA1 inhibitor | ASAP1 inh | ARFGAP1 inhibitor | NR1D1 modulator | NPR2 activator | rCAG binder | SMARCA2 activ | GC-A act | mABHD4 FP
Record of Cc1cccc(NC(=S)N2CCN(C(=O)C3CCCO3)CC2)c1 (centres undefined) = 0.3 | 4 | -3 | -2 | 1 | 5 | 2 | -1 | 3 | 1
Record of CCCOc1ccc(-c2cc3onc(-c4ccccc4)c3c(=O)n2C)cc1 = 0.0 | -4 | -16 | 8 | -2 | -2 | -2 | 6 | -1 | 3
Record of CC1(C(=O)NS(=O)(=O)c2ccc(C#N)cc2)CCN1C(=O)Cc1cccc2ccccc12 (centres undefined) = -0.2 | / | -12 | 11 | -3 | 6 | 12 | -2 | 5 | 9
Record of COC(=O)c1cc(CSc2nc3ccc(C)cc3[nH]2)oc1C = 2.4 | -10 | -11 | -2 | 0 | -4 | 5 | -2 | 3 | -7
Record of CC(NC(=O)c1ccc(Cl)cc1Cl)C(c1ccccc1)N1CCOCC1 (centres undefined) = 2.3 | -12 | 3 | 0 | -1 | -12 | -7 | -1 | -32 | 2

(listing goes on)
#33 CCOC(=O)c1sc(NC(=O)CN2C(=O)c3cccc4cccc(c34)C2=O)nc1C
#34 Cc1cc(C)c(NC(=O)CSc2nnc(Cc3cccn3C)n2-c2ccc(F)cc2)c(C)c1
#35 CCOC(=O)c1cc2c(ccn2C)n1CC(=O)N(CC)CC
#36 CCCC(C)C1c2c(c(C)c(C)oc2=O)Oc2c(C)c(C)oc(=O)c21 (centres undefined)
#37 COc1ccccc1/C=C(\C)C(=O)c1c(C)cc(C)[nH]c1=O
#38 O=C(Nc1cc2c3c(c1)CC(=O)N3CCC2)c1ccc(Br)cc1
#39 Clc1ccc2c(c1)CNc1c(ncnc1N1CCOCC1)O2
#40 CCOc1ccccc1C1N=C(c2ccc(OC)cc2)CC(c2ccccc2O)N1 (centres undefined)
Screen / compound no.	33	34	35	36	37	38	39	40
PG9 binder	0.2	-0.6	0.3	0.0	-1.0	-0.7	-2.5	0.4
HTRA1 inhibitor	-7	-8	4	-13	-19	-8	4	-23
ASAP1 inh	-4	-3	5	1	-16	-11	-5	-9
ARFGAP1 inhibitor	-7	11	-7	0	6	-17	3	0
NR1D1 modulator	0	7	-2	-4	-4	-5	9	-2
NPR2 activator	1	-7	1	-4	3	-1	-6	-4
rCAG binder	1	-4	-4	-4	0	7	-1	7
SMARCA2 activ	-3	3	-3	1	-2	1	1	3
GC-A act	-6	-4	-3	-2	0	4	-5	-13
mABHD4 FP	-1	-1	2	1	1	7	-6	-13

#41 COc1cc(OC)cc(C(=O)NCCN2C(=O)C3C4C=CC(C4)C3C2=O)c1 (centres undefined)
#42 CNC(=S)Nc1ccc(C)c(NC(=S)NC)c1
#43 CCOC(=O)C1(CC)NC(c2ccc(N(C)C)cc2)C2C(=O)N(C)C(=O)C21 (centres undefined)
#44 CC(C)c1ccccc1N=C1SCCCN1C(=O)c1cccc(N2C(=O)CCC2=O)c1
#45 CCOC(=O)c1ccc(NC(=O)COc2coc(CN3CCc4ccccc43)cc2=O)cc1
#46 CC(C)CCNC(=O)C(c1ccco1)N(Cc1ccc(F)cc1)C(=O)c1snc(C(N)=O)c1N (centres undefined)
#47 CC(C)c1nc2scc(-c3ccc(Cl)cc3)c2c(=O)n1N
#48 CCCNC(=O)C1CC(=O)N(c2ccc(OCc3ccc(Cl)cc3)cc2)C1 (centres undefined)
#49 CC(C)C(=O)NNC(=O)CSc1nnc(-c2ccccc2)c(-c2ccccc2)n1
Screen / compound no.	41	42	43	44	45	46	47	48	49
PG9 binder	/	-1.1	-0.3	-1.1	-1.8	-3.0	-1.6	1.0	-1.8
HTRA1 inhibitor	/	4	1	9	-1	-13	-15	0	-3
ASAP1 inh	/	8	-16	-2	7	7	1	20	-14
ARFGAP1 inhibitor	/	4	-18	3	12	-1	9	13	3
NR1D1 modulator	-2	5	-4	-8	-2	2	1	-5	-1
NPR2 activator	3	-1	0	1	-7	-17	2	-1	-4
rCAG binder	0	1	-5	-1	5	-2	-1	-5	7
SMARCA2 activ	1	0	-1	1	2	-2	2	5	-2
GC-A act	1	3	5	1	-6	-10	4	24	-1
mABHD4 FP	5	4	1	-2	4	-2	-6	-1	3

Compound activity: PubChem BioAssay, several laboratories
